# Screening results (PubChem BioAssay)
# MT1-MMP act inh – blockers of MT1-MMP proenzyme processing, primary screen, HT1080 RFP-PRO-GFP cells, GFP/RFP fluorescence. Matrix metalloproteinase-14 (Homo sapiens), P50281. actives 0.061% (n = 360,000). GFP/RFP ratio change, % at 20 µM. GFP/RFP ratio fluorescence, overnight; percent of plate control window, DMSO zero;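 active = GFP/RFP ratio change of at least 30% with cell ATP level not reduced by more than half and red fluorescence within 50% of control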; note: strong numbers were not always called active
#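 Read-out: GFP/RFP fluorescence ratio; Test system: RFP-PRO-GFP reporter HT1080 cells; Compound dosing: single-point 20 µM compound, 1% DMSO; Times: overnight compound exposure at 37 °C.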
# eLon inh – inhibitors of E. coli Lon protease, primary screen, biochemical, fluorescence polarization | P0A9M0 | purified E. coli Lon protease | inhibition, % at 7.94 µM | actives 0.42% (n = 360,000) | AID 602123, 2011; in the data active = inhibition above about 13%, passing the limit was not always enough;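 note: 0% = enzyme with probe and DMSO and 100% = no enzyme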
# Rpn11 block – Rpn11 (PSMD14) deubiquitinase inhibitors, primary screen, biochemical, fluorescence polarization, uHTS. actives 0.59% (n = 360,000). human 26S proteasome, Ub4-pepOG fluorescence polarization; 20S core pre-blocked with epoxomicin. AID 588493, 2011. calls only at 20 µM;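 active = inhibition at 20 µM, scaled to each plate's controls, above about 33%, limit read from the data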
# Target sequence (O00487 whole entry, looked up): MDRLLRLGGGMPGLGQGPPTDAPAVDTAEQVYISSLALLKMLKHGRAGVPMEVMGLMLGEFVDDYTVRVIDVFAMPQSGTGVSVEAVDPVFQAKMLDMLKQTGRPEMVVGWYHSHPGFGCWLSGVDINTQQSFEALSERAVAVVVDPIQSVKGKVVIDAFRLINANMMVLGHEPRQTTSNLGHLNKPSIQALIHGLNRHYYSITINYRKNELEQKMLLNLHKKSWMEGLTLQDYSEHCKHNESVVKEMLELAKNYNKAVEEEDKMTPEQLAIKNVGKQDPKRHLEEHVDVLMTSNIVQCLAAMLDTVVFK
# CSN deneddyl inh – inhibitors of CSN-mediated cullin deneddylation, primary screen, biochemical, fluorescence polarization, uHTS; COP9 signalosome complex subunit 5 (Homo sapiens), Q92905; actives 0.38% (n = 360,000); inhibition, % at 12.5 µM; AID 651999, 2013; Purified CSN, SCF-Nedd8-OG deneddylation;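 active = pattern-corrected inhibition above about 35%, with an unprinted fluorescence ratio check between 0.5 and 1.5, limit read from the data, passing the limit was not always enough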;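 note: 0% = enzyme with substrate and 100% = substrate without enzyme; some results filed as inactive read as strong as hits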
#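 Assay system: purified human Csn5 enzyme expressed in HEK293T cells; measure: % inhibition; also added: SCFSkp2-Nedd8OG substrate at 10 nM final; technique: fluorescence polarization; times: reaction 90 min, room temperature; medium: Tris buffer pH 7.5, NaCl, DTT, Tween-20, trehalose, ovalbumin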
# FAS TE block – FAS thioesterase domain inhibitors, primary screen, biochemical, fluorescence intensity, uHTS | Fatty acid synthase (Homo sapiens), P49327 | recombinant FAS-TE, OMFH fluorogenic substrate, fluorescence endpoint | inhibition, % at 15 µM | actives 0.67% (n = 360,000) | AID 602261, 2012;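 active = compounds whose normalised, plate-corrected inhibition of enzyme fluorescence in the single-dose primary screen is 50% or more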;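 note: 0% = DMSO with enzyme and 100% = substrate without enzyme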
# Rin1 Abl inh – inhibitors of Rin1-Abl protein binding, primary screen, biochemical, TR-FRET. AID 588664, 2011. inhibition, % at 7.35 µM. Tyrosine-protein kinase ABL1 (Homo sapiens) + Ras and Rab interactor 1 (Homo sapiens), …. actives 0.4% (n = 360,000); in the data active = inhibition above about 5%, passing the limit was not always enough
# MsrA inhibitor – bovine MsrA enzyme inhibitors, primary screen, biochemical, absorbance, HTS; Methionine sulfoxide reductase A (Bos taurus); purified bovine MsrA, absorbance read-out; inhibition, % at 15.5 µM; actives 0.75% (n = 360,000); in the data active = inhibition above about 4.5%;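 note: 0% = vehicle wells with enzyme and 100% = reference inhibitor wells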
# MLLE-PAM2 inh – inhibitors of PABP1 MLLE–PAM2 peptide binding, primary screen, biochemical, fluorescence polarization, FITC-PAM2, GST-MLLE; inhibition, % at 20 µM; actives 0.36% (n = 360,000); AID 588489, 2011; in the data active = inhibition above about 35%, passing the limit was not always enough;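 note: plate controls were DMSO wells with GST-MLLE for no effect and wells lacking GST-MLLE protein for full effect; some results filed as inactive read as strong as hits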
# Target sequence (P11940 whole entry, looked up): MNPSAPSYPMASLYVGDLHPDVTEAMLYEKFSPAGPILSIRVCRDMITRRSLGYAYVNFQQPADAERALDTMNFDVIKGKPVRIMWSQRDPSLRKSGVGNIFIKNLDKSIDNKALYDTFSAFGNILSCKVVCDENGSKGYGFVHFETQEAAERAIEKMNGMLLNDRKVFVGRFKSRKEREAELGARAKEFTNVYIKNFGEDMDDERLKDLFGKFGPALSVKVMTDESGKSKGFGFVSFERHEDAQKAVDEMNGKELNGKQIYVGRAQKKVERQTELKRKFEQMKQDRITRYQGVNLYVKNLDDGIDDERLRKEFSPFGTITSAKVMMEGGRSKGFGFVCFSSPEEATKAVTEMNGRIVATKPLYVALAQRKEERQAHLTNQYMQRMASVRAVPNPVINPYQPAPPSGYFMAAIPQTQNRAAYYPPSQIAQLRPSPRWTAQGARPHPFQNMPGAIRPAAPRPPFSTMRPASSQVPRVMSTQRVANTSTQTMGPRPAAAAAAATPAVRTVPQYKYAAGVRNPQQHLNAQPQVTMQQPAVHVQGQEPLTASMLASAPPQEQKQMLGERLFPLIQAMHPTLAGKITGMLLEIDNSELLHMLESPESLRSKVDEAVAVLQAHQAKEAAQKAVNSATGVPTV
# bovine MsrA act – bovine MsrA enzyme activators, primary screen, biochemical, absorbance, HTS. purified bovine MsrA, absorbance read-out. activation, % at 10.6 µM. actives 0.3% (n = 360,000). AID 602163, 2012; in the data active = activation above about 7.5%;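 note: 0% = vehicle and 100% = reference activator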
# * = called active by the depositor; i = inactive; . = no result given; + = active, no number.
SMILES,MT1-MMP act inh,eLon inh,Rpn11 block,CSN deneddyl inh,FAS TE block,Rin1 Abl inh,MsrA inhibitor,MLLE-PAM2 inh,bovine MsrA act
COC(=O)C1=C(C)OC(N)=C(C#N)C1c1ccc(OC)c(OC)c1OC (configuration not stated),-4,10,i,3,-6,0,0.4,3,-14
COc1ccccc1C=NNC(=O)NN=Cc1ccccc1OC,0,-3,i,-1,6,-4,1.4,-11,-3
Cc1ccc(CN2CCC(n3nccc3NC(=O)CCOc3ccccc3)CC2)cc1C,4,-6,i,1,0,4,-1.0,3,-4
COc1ccc(OCC(=O)Nn2c(-c3cccc(OC)c3)nc3ccccc3c2=O)cc1,4,0,i,-12,-8,1,-0.9,-7,-8
Cc1cnc(C)c(Nc2nc(C(N)Cc3ccc(F)cc3)cs2)n1 (configuration not stated),-6,-10,i,0,-3,-1,0.4,-3,-5
Cc1ccccc1NC(=O)c1c(F)c(F)c(F)c(F)c1F,2,-1,i,-4,-5,2,-0.5,7,-6
CC(C)Sc1nnc([C@H](Cc2ccccc2)NC(=O)OC(C)(C)C)o1,-1,-3,i,4,4,1,0.1,40,-3
CCCc1ncc(C[n+]2ccccc2C)c(N)n1,-2,-2,i,-6,-4,-4,-0.6,-1,-4
COc1ccc(C2C(C#N)=C(N)OC3=C2C(=O)CCC3)c(OC)c1OC (configuration not stated),-5,-13,i,-3,-3,-1,1.0,26,-7
CCOc1cc(S(=O)(=O)n2nc(C)cc2C)ccc1F,0,5,i,-3,-4,0,-1.3,11,3
O=C(CSc1nnc(CNc2ccc(F)cc2)n1CC1CCCO1)N1CCOCC1 (configuration not stated),-3,-2,i,0,-8,0,0.2,-33,-4
COc1cccc(-c2cc(C(=O)N3CCN(Cc4ccc5c(c4)OCO5)CC3)on2)c1,0,2,i,-1,12,-2,0.3,1,-2
CC(NS(=O)(=O)c1ccc2c(c1)OCCCO2)C(=O)O (configuration not stated),5,-1,i,-8,-13,-4,0.9,3,-3
CCn1c2ccccc2c2nnc(SCC(N)=O)nc21,1,-5,i,6,-9,-6,3.1,-12,-2
COCc1nnc(NC(=O)c2cccc(NC(=O)C(C)C)c2)s1,2,18,i,-9,0,0,0.0,-2,-2
COc1cc(CN2CCC(CO)(Cc3cccc(C(F)(F)F)c3)CC2)ccc1F,3,1,i,0,3,-2,1.6,6,-3
CCCCn1c(=O)[nH]c(=O)c2c1nc(-c1ccccc1OC(F)F)n2C,0,-3,i,-1,-2,0,-0.2,-43,-1
COC(=O)CNC(=O)Cn1cnc2sc(C)c(S(=O)(=O)N3CCN(c4ccccc4OC)CC3)c2c1=O,2,-6,i,1,-3,1,0.4,5,-1
COc1ccc(-c2csc(NCCc3nc4cc(Cl)c(N5CCCCC5)cc4n3CCOCCO)n2)cc1,0,-14,+,7,8,1,-0.1,-71,-1
CCOc1ccc(C(=O)N/N=C/c2ccccc2[N+](=O)[O-])cc1,6,-2,i,-10,-4,2,2.3,-14,5
CC(=O)N1CCN=C1SCc1cccc(F)c1,0,5,i,2,-2,-3,-0.5,6,-7
Cc1cc(C)c2c(=O)[nH]c(SCc3ccc([N+](=O)[O-])cc3)nc2n1,2,0,i,-1,11,-4,0.3,28,-3
C=CCn1c(SCC(=O)NCCCO)nc2sc3c(c2c1=O)CCC3,-1,7,i,-2,-5,0,2.0,10,-3
COc1ccccc1N(C)S(=O)(=O)c1ccc(Cl)c(C(=O)NC2=NCCS2)c1,0,4,i,3,13,6,0.1,13,-5
Cc1ccc(NC2=CC(=O)CC(c3ccc(Cl)cc3)C2)cc1 (configuration not stated),-2,3,i,-16,0,0,-0.6,-6,-3
O=C1c2ccc(Oc3ccc([N+](=O)[O-])cc3)cc2C(=O)N1c1ccncc1,-1,-2,i,3,5,-1,0.4,3,-3
CCCCN(CC)S(=O)(=O)c1ccc(C(=O)N=c2sc3cc(NC(C)=O)ccc3n2C)cc1,3,-3,i,3,-6,1,-0.6,6,-4
Cc1ccc(C)c(NC(=O)CCN2C(=O)[C@@H]3Cc4ccccc4CN3C2=O)c1,0,-3,i,-1,-1,0,-0.8,8,-1
CCN(CC)CCC(c1ccc2c(c1)OCO2)c1c(O)cc(OC)cc1OC (configuration not stated),-5,4,i,-6,-8,1,0.2,-3,-1
COc1ccccc1C1=NN(C(=S)Nc2ccccc2)C(c2ccco2)C1 (configuration not stated),-6,-4,i,2,28,2,1.4,-118,-3

# Fetched by compound from the list above (4):
SMILES,MT1-MMP act inh,eLon inh,Rpn11 block,CSN deneddyl inh,FAS TE block,Rin1 Abl inh,MsrA inhibitor,MLLE-PAM2 inh,bovine MsrA act
CCCCN(CC)S(=O)(=O)c1ccc(C(=O)N=c2sc3cc(NC(C)=O)ccc3n2C)cc1,3,-3,i,3,-6,1,-0.6,6,-4
CCOc1ccc(C(=O)N/N=C/c2ccccc2[N+](=O)[O-])cc1,6,-2,i,-10,-4,2,2.3,-14,5
O=C1c2ccc(Oc3ccc([N+](=O)[O-])cc3)cc2C(=O)N1c1ccncc1,-1,-2,i,3,5,-1,0.4,3,-3
CC(=O)N1CCN=C1SCc1cccc(F)c1,0,5,i,2,-2,-3,-0.5,6,-7

# (list continues)
SMILES,MT1-MMP act inh,eLon inh,Rpn11 block,CSN deneddyl inh,FAS TE block,Rin1 Abl inh,MsrA inhibitor,MLLE-PAM2 inh,bovine MsrA act
CCn1cc(C(=O)NCCc2ccccc2C)c(=O)c2ccc(C)nc21,-1,-4,i,5,1,0,-0.5,-16,-3
Cc1cc(N2CCCC2)ccc1/C=N/n1cnnc1,-11,-32,+,28,-2,2,1.9,-21,-6
Cc1ccc2cc(/C=N/NC(=O)CN3CCCCC3)c(Cl)nc2c1,3,0,i,-4,-2,1,1.2,-14,-2
CS(=O)(=O)N1c2ccccc2[C@]2(Br)C[C@H]3C(=O)N[C@@H](Cc4ccccc4)C(=O)N3[C@H]12,-3,-18,i,-1,-6,-2,0.3,10,-3
Nc1ccc(C(=O)N2CCN(S(=O)(=O)c3ccc(Cl)s3)CC2)cc1[N+](=O)[O-],-2,-1,i,1,10,1,-1.0,9,1
CCn1c(-c2ccsc2)nc2c1c(=O)[nH]c(=O)n2Cc1ccccc1,8,5,i,-2,2,-1,-0.4,-5,-1
O=C(Nc1cccc2ccccc12)C12CC3CC(C1)CC(n1cnc([N+](=O)[O-])n1)(C3)C2,-3,-1,i,3,4,2,1.1,8,-7
COc1ccc(CN(C)c2ncnc(N)n2)cc1,1,7,i,2,-9,4,-0.8,-12,-9
COc1cccc(C(C)(O)c2nc(-c3cccc(C(=O)O)c3)cs2)c1 (configuration not stated),-1,-8,i,3,-6,1,0.0,-4,-3
Cc1ccc(S(=O)(=O)N2CCC(C(=O)N3CCC[C@H]3C(=O)NCc3ccccc3)CC2)cc1,0,-2,i,1,-3,-3,-0.2,2,-1
COc1cccc(-c2nn(C)c3sc(C(=O)N4CCN(c5ccccn5)CC4)cc23)c1,12,-14,i,1,14,-6,.,-4,-10
Cc1cccc(C)c1CC(=O)N1CCOCC1,-1,-3,i,-1,-3,-1,-0.4,8,-2
CCCCn1nnc(NC(=O)c2ccc([N+](=O)[O-])cc2Cl)n1,9,-6,i,-1,-2,-3,0.4,-3,-2
Cc1ccn2c(=O)c(C(=O)NCCCN3CCCCC3C)c(O)nc2c1 (configuration not stated),-4,15,i,7,-5,2,.,-8,-5
Cc1ccc2nc(SCC(=O)Nc3ccc4sc(C)nc4c3)c(C#N)cc2c1,-243,5,i,0,-8,-3,0.7,4,-1

# Next section, overlapping the part above by 3 compounds.
SMILES,MT1-MMP act inh,eLon inh,Rpn11 block,CSN deneddyl inh,FAS TE block,Rin1 Abl inh,MsrA inhibitor,MLLE-PAM2 inh,bovine MsrA act
CCCCn1nnc(NC(=O)c2ccc([N+](=O)[O-])cc2Cl)n1,9,-6,i,-1,-2,-3,0.4,-3,-2
Cc1ccn2c(=O)c(C(=O)NCCCN3CCCCC3C)c(O)nc2c1 (configuration not stated),-4,15,i,7,-5,2,.,-8,-5
Cc1ccc2nc(SCC(=O)Nc3ccc4sc(C)nc4c3)c(C#N)cc2c1,-243,5,i,0,-8,-3,0.7,4,-1
O=C(CCc1ccccc1)NCCc1nc2ccccc2[nH]1,1,-2,i,0,-6,0,-2.0,4,-5
Cn1cc(CN2CCC[C@H]2CO)c(-c2cccc(Cl)c2)n1,-6,-8,i,-5,-1,1,-1.0,-4,-3
CN1CCN(C(=O)c2cc([N+](=O)[O-])ccc2Cl)CC1,0,-3,i,-1,-5,0,-0.1,6,-5
CCC(=O)Nc1ccc2c(c1)nc1n2CCSC1,-5,-2,i,-1,-11,1,-0.1,17,-12
O=C(CSCc1ccccc1)Nc1cccc(C(=O)Nc2ccccc2C(=O)O)c1,5,3,i,4,0,-2,-0.6,0,-4
COc1cccc(-c2nc(CS(=O)CC(=O)NC3CCCC3)c(C)o2)c1 (configuration not stated),2,-9,i,5,-4,-1,-0.4,-3,-1
CCCNC(=O)c1nc(C)c(C)nc1C(=O)Nc1cccc(Cl)c1,0,-4,i,0,-6,3,-0.4,7,1
CCc1cc2c(=O)c(-c3nc4ccccc4n3C)coc2c(CN2CCN(C)CC2)c1O,-3,-2,i,0,-9,-3,3.3,4,-6
Cc1nn(C(C)C(=O)NC2CCCCC2)c(=O)c2nn(-c3ccccc3)c(C)c12 (configuration not stated),6,2,i,-3,-4,2,0.6,-5,-1
CCC(=O)N(Cc1ccco1)Cc1cc2cc3c(cc2[nH]c1=O)OCO3,0,2,i,-9,-2,-2,3.5,-2,-3
CC(C)(C)N/C=C(\C#N)S(=O)(=O)c1ccc(Br)cc1,2,6,i,0,-5,1,-0.1,24,-5
CC1(C)CC(=O)C=C(NCc2ccccc2)C1,3,-3,i,2,-5,6,0.6,-5,-8
Cc1nc(NNC(=O)c2ccc(Cl)cc2Cl)cc(-c2ccccc2)n1,.,12,i,-4,11,-2,0.9,25,0
COc1cccc(C2CC(c3cccs3)=NN2C(=O)CSc2nc3c(cnn3-c3ccc(F)cc3)c(=O)[nH]2)c1OC (configuration not stated),-2,-5,i,3,21,1,.,18,3
COc1ccc(N2C(=O)CC(Cc3ccc(Br)cc3)C2=O)cc1 (configuration not stated),7,-3,i,2,4,4,0.3,1,0
COc1ccc(Cn2c(-c3ccccc3C)nc3c(c(=O)c4ccccc4n3C)c2=O)cc1,2,-4,i,-2,1,-2,0.5,12,-2
Cc1ccc(CN(C)CC(=O)Nc2cccc([N+](=O)[O-])c2)o1,3,-1,i,3,17,0,2.9,-4,-1
CCOc1ccc(OCCC(=O)N(CC(=O)Nc2ccccc2C(F)(F)F)Cc2ccco2)cc1,-1,-16,i,-5,14,0,-0.8,-19,-1
COC(=O)c1sc2nc(C)cc(-c3ccccc3)c2c1N,-4,1,i,-12,7,-1,0.5,12,-2
O=C1NC(=O)C(CSc2ccccc2)(c2ccccc2)N1 (configuration not stated),3,-13,i,-2,-2,3,-0.3,-22,-4
CCC(C(=O)NC1CCCC1)N(C(=O)Cn1nnc(-c2ccc(C)o2)n1)c1ccc(F)cc1 (configuration not stated),0,1,i,-5,-2,0,-0.1,2,0
